# Source: PubChem (The Scripps Research Institute Molecular Screening Center)
# IDE cell activ: human IDE activators in live cells, primary screen, fluorescence polarization, HEK cells, FAbeta-B substrate; Insulin-degrading enzyme (Homo sapiens), P14735; FAbeta-B cleavage; 0% vehicle, 100% cell-free pure enzyme wells; 340,000 tested, 0.073% active; activation, % at 5.96 µM;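 active = activation above the mean of all tested compounds plus 3 SD, set per screening campaign, cut at about 17% in these data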
# Target sequence (P14735 whole entry, looked up): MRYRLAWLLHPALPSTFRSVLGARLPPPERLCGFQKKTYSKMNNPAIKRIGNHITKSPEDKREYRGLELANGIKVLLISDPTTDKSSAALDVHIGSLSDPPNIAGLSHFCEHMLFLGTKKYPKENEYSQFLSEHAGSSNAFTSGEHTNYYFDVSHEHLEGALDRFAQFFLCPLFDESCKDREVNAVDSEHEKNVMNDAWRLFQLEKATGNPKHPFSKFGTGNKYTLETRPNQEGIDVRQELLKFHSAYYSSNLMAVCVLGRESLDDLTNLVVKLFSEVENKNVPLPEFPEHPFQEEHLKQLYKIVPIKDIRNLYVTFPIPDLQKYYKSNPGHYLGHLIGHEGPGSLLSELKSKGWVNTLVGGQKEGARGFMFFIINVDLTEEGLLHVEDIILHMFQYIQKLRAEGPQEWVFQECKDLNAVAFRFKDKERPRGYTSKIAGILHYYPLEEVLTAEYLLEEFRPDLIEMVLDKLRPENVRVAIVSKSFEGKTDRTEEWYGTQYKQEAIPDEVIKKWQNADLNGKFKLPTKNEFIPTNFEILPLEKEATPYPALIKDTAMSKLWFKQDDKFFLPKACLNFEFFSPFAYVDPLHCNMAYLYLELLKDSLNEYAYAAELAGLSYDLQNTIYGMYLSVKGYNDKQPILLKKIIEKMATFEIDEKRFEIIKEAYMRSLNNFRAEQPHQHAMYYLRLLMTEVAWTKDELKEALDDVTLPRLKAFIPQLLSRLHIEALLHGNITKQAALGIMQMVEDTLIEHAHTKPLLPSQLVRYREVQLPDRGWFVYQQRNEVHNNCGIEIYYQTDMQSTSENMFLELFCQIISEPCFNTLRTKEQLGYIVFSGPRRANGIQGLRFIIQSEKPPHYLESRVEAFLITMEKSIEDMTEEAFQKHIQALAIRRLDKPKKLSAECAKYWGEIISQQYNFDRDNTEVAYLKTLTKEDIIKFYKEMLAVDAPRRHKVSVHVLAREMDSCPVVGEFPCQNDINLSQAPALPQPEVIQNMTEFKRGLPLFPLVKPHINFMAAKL
# Numbers without * were called inactive.
structure,IDE cell activ
COc1ccc(NS(=O)(=O)c2cc(NS(=O)(=O)c3cc(C(=O)O)ccc3OC)ccc2C)cc1,2
COc1ccc(CC(=O)NCCCCc2ccccc2)cc1OC,5
O=C1c2ccccc2NC(c2ccc(-c3ccc(C(F)(F)F)cc3)o2)N1O (configuration not stated),6
Cn1nc(C(=O)NNC(=O)CCOc2ccc(C(C)(C)C)cc2)c2ccccc2c1=O,1
O=C1c2ccccc2C(=O)c2cc(N3CCCCC3)ccc21,-3
Nc1c(N(CCC2=CCCCC2)C(=O)c2ccco2)c(=O)[nH]c(=O)n1Cc1ccccc1,2
COc1cc(OC)cc(C(=O)NC(C(=O)Nc2ccc3c(c2)OCCO3)C(C)C)c1 (configuration not stated),1
Cc1cccc(NC(=O)CSc2nc(=O)n3ccccc3n2)c1C,0
CC(OC(=O)/C=C/c1ccccc1Cl)C(=O)NC1CCCCC1C (configuration not stated),4
COc1ccc(CCNC(=O)COC(=O)/C=C/c2ccc(OC)cc2OC)cc1,1
Cc1ccc(OCCC(=O)OCC(=O)N2CCN(S(=O)(=O)c3ccc(C)cc3)CC2)cc1,-4
CN(CCc1ccccc1)C(=O)c1cccc(NC(=O)Cc2cccc(NC(=O)C3CCN(C(=O)C4CCC4)CC3)c2)c1,-1
O=C(COC(=O)C1CC1)NCCc1ccc(Cl)cc1,-2
Cc1cc(C)n2nc(C(=O)OCC(=O)N(Cc3ccccc3)C(C)C)nc2n1,6
Cc1cccc(NC(=O)c2cccc(NC(=O)c3ccco3)c2)c1C,3
CC1(c2ccccc2)NC(=O)N(CC(=O)Nc2ccccc2C(=O)N2CCCCC2)C1=O (configuration not stated),8
O=C(COC(=O)Cc1ccccc1F)NNC(=O)c1ccc(Cl)cc1,-1
Cc1ccc(S(=O)(=O)N2CCN(C(=O)c3ccccc3-c3nc4ccccc4s3)CC2)c(C)c1,1
COc1ccc(-c2ccc3c(c2)S(=O)(=O)c2cccc(C(=O)N4CCN(c5c(Cl)cncc5Cl)CC4)c2C3=O)cc1OC,4
Cc1ccc(NC(=O)COc2ccccc2C(N)=O)cc1S(=O)(=O)N1CCCCCC1,0
Cc1csc(=O)n1CC(=O)OCC(=O)Nc1ccccc1C(C)C,2
CC1(C)CC[C@]2(C(=O)O)CC[C@]3(CO)C(=CCC4[C@@]5(C)C[C@H](O)[C@H](O)[C@@](C)(C(=O)O)C5CC[C@]43C)[C@@H]2C1 (some centres not stated),6
C[C@H](CO)N1C[C@H](C)[C@@H](CN(C)C(=O)Nc2ccc3c(c2)OCO3)Oc2ccc(NS(=O)(=O)c3ccc(F)cc3)cc2C1=O,2
COc1ccc(Cl)cc1NC(=O)CN(C)CC(=O)Nc1c(C)n(C)n(-c2ccccc2)c1=O,-3
O=C(c1ccco1)N1CCN(C(=O)c2ccc(-c3ccc(Cl)cc3)o2)CC1,-6
CC(=O)Nc1ccc(C(=O)OCC(=O)N(c2ccccc2)C2CCS(=O)(=O)C2)cc1 (configuration not stated),6
COc1ccc(-n2cnnc2SCC(=O)NC2CCCCC2)cc1,-1
CC1CCCC(NC(=O)CN2C(=O)NC(C)(c3cc(F)ccc3F)C2=O)C1C (configuration not stated),0
COc1ccccc1NS(=O)(=O)c1cc(NC(=O)CN2C(=O)NC3(CCCCC3)C2=O)ccc1C,2
Cn1cccc1C(=O)NNC(=O)COc1ccc(Br)cc1,0
O=C(CN1c2cccc3cccc(c23)S1(=O)=O)N1CCCCC1,2
CCCn1c(N)c(N(CCOC)C(=O)Cc2ccc(S(=O)(=O)N3CCOCC3)s2)c(=O)[nH]c1=O,6
CCC(C)[C@H]1CNCCN1CCc1cc(C(F)(F)F)cc(C(F)(F)F)c1 (some centres not stated),8
CC(=O)Nc1ccc(C(=O)CCl)cc1,6
O=C(/C=C/c1ccc([N+](=O)[O-])cc1)OCC(=O)N1CCCCCC1,-3
CCN(C(=O)CSc1nc(C)c(C)c(C)n1)C1CCS(=O)(=O)C1 (configuration not stated),8
Cc1ccc(Oc2ccc(S(=O)(=O)Nc3ccc(C(=O)O)cc3)cc2)cc1,-7
Cc1sc2ncnc(N3CCC(C(=O)Nc4ccc(C#N)cc4)CC3)c2c1C,-1
Cn1c(N)c(C(=O)COC(=O)CNC(=O)c2ccccc2)c(=O)n(C)c1=O,-1
CC(C)(C)c1ccc(C(=O)NCC(=O)OCCN2C(=O)c3ccccc3C2=O)cc1,11
CS(=O)(=O)c1ccccc1-c1nnc(NC(=O)c2ccc(S(=O)(=O)N3CCCC3)cc2)o1,4
C[C@H]1CN([C@@H](C)CO)C(=O)Cc2cc(NC(=O)CCC(F)(F)F)ccc2O[C@H]1CN(C)S(=O)(=O)c1ccc(Cl)cc1,-2
CCOC(=O)[C@H]1[C@H]2COc3ccc(Cl)cc3[C@@H]2N2C(=O)CN(Cc3ccccc3)C(=O)[C@@]12C,-2
Cc1cc(NC(=O)CSc2nnc(-c3ccco3)n2C)no1,1
C[C@@H](NCCCn1ccc(NC(=O)OCc2ccccc2)nc1=O)c1cccc2ccccc12,1
Cc1cccc(C)c1NC(=O)CNC(=O)C1CCCC1,-4
Cc1cc(NC(=O)CSc2n[nH]c(-c3ccccc3Br)n2)no1,3
Cc1cc2c(s1)c1cnn(-c3ccccc3)c(=O)c1n2C,5
CCCCn1c(N)c(N(CCOC)C(=O)COC(=O)COc2cccc(C(C)=O)c2)c(=O)[nH]c1=O,1
CCCCN(C(=O)c1cccc(S(=O)(=O)N2CCN(C)CC2)c1)c1c(N)n(CC(C)C)c(=O)[nH]c1=O,6

# (continued)
structure,IDE cell activ
Nc1nnc(SCC(=O)NCCNC(=O)CSc2nnc(N)s2)s1,1
COc1ccc2c(c1)[C@H]1[C@H](CO2)[C@H](c2ccccc2)[C@]2(C)C(=O)Nc3ccc(Br)cc3C(=O)N12,4
CCOc1ccc(OCCCC(=O)ON=C(N)c2ccccc2Cl)cc1,3
Nc1ccn([C@@H]2O[C@H](COS(=O)(=O)O)[C@@H](O)[C@H]2O)c(=O)n1,6
CCC(CC)c1nnc(NC(=O)C2CSC3(C)CCC(=O)N23)s1 (configuration not stated),4
NC(=O)c1cccc([N+](=O)[O-])c1,8
CC(C)CN(C(=O)CCNC(=O)c1ccc([N+](=O)[O-])cc1)C1CCS(=O)(=O)C1 (configuration not stated),4
O=C(N/N=C/C(Cl)=C/c1ccccc1)c1ccc2c(c1)OCO2,-2
O=C(c1ccc(-n2cncn2)c([N+](=O)[O-])c1)N1CCN(S(=O)(=O)c2c(F)cccc2F)CC1,9
Cc1cc2c(cc(C(=O)OCC(=O)NC3CCCCC3)n2C)o1,1
NC(=O)C1CCCN(C(=O)c2ccc(-c3cccc(Cl)c3Cl)o2)C1 (configuration not stated),-1
COc1ccccc1N(CC(=O)N(C)Cc1ccccc1)S(=O)(=O)c1cccs1,-2
CC(C)(C)c1ccc(C(=O)N2CCN(S(=O)(=O)c3ccc(Br)s3)CC2)cc1,7
CN(CC(=O)Nc1ccccc1Cl)C(=O)CSC(=S)N1CCCC1,5
CCc1ccc(C(=O)NNC(=O)C2CC(=O)N(c3ccc4c(c3)OCCO4)C2)cc1 (configuration not stated),2
CCOc1ccc(S(=O)(=O)NC2=NCCCCC2)cc1,2
Cc1ccc(SCC(=O)OCC(=O)N(C)CC(=O)Nc2ccccc2Cl)cc1,8
CCN(C1CCS(=O)(=O)C1)S(=O)(=O)c1ccc(OC)c(OC)c1 (configuration not stated),3
CCN(CC(=O)NCc1ccco1)S(=O)(=O)c1ccc(OC)cc1,0
CCCCC(CC)CN=C(N)NC(N)=NCCCCCCN=C(N)NC(N)=NCC(CC)CCCC (configuration not stated),13
COc1ccc(NC(=O)CSc2nc(=O)n(CCN3CCOCC3)c3c2CCCC3)c(OC)c1,-2
N#Cc1c2ccc([N+](=O)[O-])cc2[n+]([O-])n1-c1ccccc1,2
COc1ccc2c(CC(=O)NNC(=O)c3ccccc3F)coc2c1,0
O=C(NCCN1C(=O)S/C(=C/c2ccccc2)C1=O)C1CC(=O)N(Cc2ccccc2)C1 (configuration not stated),1
Cc1ccc(CN2CC(C(=O)Nc3cc(C)ccn3)CC2=O)cc1 (configuration not stated),-1

# An excerpt taken from the entries so far, as a working copy:
structure,IDE cell activ
Nc1nnc(SCC(=O)NCCNC(=O)CSc2nnc(N)s2)s1,1
COc1ccc2c(c1)[C@H]1[C@H](CO2)[C@H](c2ccccc2)[C@]2(C)C(=O)Nc3ccc(Br)cc3C(=O)N12,4

# Structures shown so far that have a COOH group (3):
structure,IDE cell activ
COc1ccc(NS(=O)(=O)c2cc(NS(=O)(=O)c3cc(C(=O)O)ccc3OC)ccc2C)cc1,2
CC1(C)CC[C@]2(C(=O)O)CC[C@]3(CO)C(=CCC4[C@@]5(C)C[C@H](O)[C@H](O)[C@@](C)(C(=O)O)C5CC[C@]43C)[C@@H]2C1 (some centres not stated),6
Cc1ccc(Oc2ccc(S(=O)(=O)Nc3ccc(C(=O)O)cc3)cc2)cc1,-7

# Other records
structure,IDE cell activ
O=C(COc1ccccc1)Nc1cc(S(=O)(=O)N2CCOCC2)ccc1N1CCCC1,5
COc1ccc(C2=NOC(Cn3nc(-c4ccccc4)cc3C(=O)O)C2)cc1 (configuration not stated),3
COc1cccc(NC(=O)CN(C)C(=O)CCNC(=O)c2ccccc2OC)c1,1
O=C(Nc1cccc(Cl)c1)c1nc[nH]c1C(=O)NCc1ccccc1,10
COc1cc(C(=O)Nc2ccc(F)cc2Cl)ccc1OCC(=O)N1CCOCC1,2
CCOc1ccc(NC(=O)CN(C)C(=O)C2CC(=O)N(CCc3ccccc3)C2)cc1OCC (configuration not stated),1
CCCc1ccc(-c2csc(NC(=O)C3=COCCO3)n2)cc1,2
O=S(=O)(CCNCc1ccco1)NCc1ccccc1,3
COCCN(C(=O)c1cc(S(=O)(=O)N2CCCCC2)ccc1Cl)c1c(N)n(CC(C)C)c(=O)[nH]c1=O,3
CCOC(=O)[C@H]1[C@H]2COc3ccc(C)cc3[C@@H]2N2C(=O)CN(Cc3ccc(OC)cc3)C(=O)[C@@]12C,-1
COc1cc(OC)c2c(-c3cccc(-c4ccc(OC)c(F)c4)c3)cc(=O)oc2c1,-1
O=c1cc(-c2ccsc2)oc2ccccc12,-4
CC(Oc1ccccc1)C(=O)N1CCN(c2ccc(N3CCCCC3)nn2)CC1 (configuration not stated),2
Cn1c(-c2ccccc2)cc2onc(-c3ccccc3)c2c1=O,1
O=C(COc1ccccc1Br)Nc1ccc(S(=O)(=O)N2CCCC2)cc1,-4
COc1ccccc1CNC(=O)CN1NS(=O)(=O)c2ccccc2C1=O,-4
CC1=CC(C)(C)NC(=S)N1c1cccc(Cl)c1,1
O=C(Nc1ccc(F)cc1)c1ccccc1NC(=O)C1CCCCC1C(=O)O (configuration not stated),4
NC(=O)Nc1ccc(C(=O)N2CCN(S(=O)(=O)Cc3ccccc3)CC2)cc1,5
C[C@H](CO)N1C[C@H](C)[C@@H](CN(C)Cc2ccc(C(=O)O)cc2)Oc2ccc(NS(=O)(=O)c3cn(C)cn3)cc2C1=O,-5
CC(C)CN(C(=O)CSc1nc(-c2ccccc2)cn1N)c1c(N)n(Cc2ccccc2)c(=O)[nH]c1=O,1
Cc1ccc(S(=O)(=O)CCC(=O)OCC(=O)N(C)Cc2ccccc2)cc1,-4
O=C(CN1C(=O)NC2(CCCCC2)C1=O)Nc1ccc2[nH]c(=O)[nH]c2c1,-1
Cc1ccc(-n2c(SCC(=O)N3CCN(c4ccccn4)CC3)nnc2N2CCCC2)cc1,0
O=C(Nc1ccccc1N1CCCCC1)c1ccc(F)c(S(=O)(=O)N2CCOCC2)c1,-1

# Reprinted from the part before: three entries, followed by the next part.
structure,IDE cell activ
O=C(CN1C(=O)NC2(CCCCC2)C1=O)Nc1ccc2[nH]c(=O)[nH]c2c1,-1
Cc1ccc(-n2c(SCC(=O)N3CCN(c4ccccn4)CC3)nnc2N2CCCC2)cc1,0
O=C(Nc1ccccc1N1CCCCC1)c1ccc(F)c(S(=O)(=O)N2CCOCC2)c1,-1
C=C(c1ccc2nc(NC(=O)OC)[nH]c2c1)c1cccs1,-1
[O-][n+]1cccc2cccc(O)c21,3
O=C(c1cc(=O)[nH]c2ccccc12)N(Cc1nnc(-c2ccccc2Cl)o1)C1CC1,-2
CC(OC(=O)CN1C(=O)c2ccccc2C1=O)C(=O)c1ccccc1 (configuration not stated),4
COc1cccc(NC(=O)CN(C)C(=O)Cc2cccc3ccccc23)c1,-7
COC1CCC2(C)C(=CCC3C4CC(O)CC4(C)CCC32)C1 (configuration not stated),1
Cc1cc(Br)c(NC(=O)COC(=O)CC2CC3CCC2C3)c(Br)c1 (configuration not stated),1
COc1ccc(C(=O)N2CCN(C(=O)C3CCCO3)CC2)cc1[N+](=O)[O-] (configuration not stated),-3
COc1ccc(N2CC(C(=O)NCc3n[nH]c(=O)c4ccccc34)CC2=O)cc1 (configuration not stated),2
CCC1(c2ccc(F)cc2)NC(=O)N(CC(=O)N2CCN(C(=O)c3cccs3)CC2)C1=O (configuration not stated),3
Cc1ccc(S(=O)(=O)N2CCOCC2)cc1C(=O)NC1CCCC(C)C1C (configuration not stated),4
CCOc1ccccc1C=C1SC(=S)NC1=O,1
CCC1Nc2ncnc(N3CCN(c4ccccc4)CC3)c2N(Cc2ccc(Br)cc2)C1=O (configuration not stated),4
CCCN(CC(=O)Nc1ccccc1OC)C(=O)CCCN1C(=O)c2ccccc2C1=O,3
O=C(COC(=O)/C=C/c1ccco1)NCc1ccc(Cl)cc1Cl,1
CC(=O)NC(CC(=O)Nc1ccc(S(=O)(=O)N2CCOCC2)cc1)c1ccccc1 (configuration not stated),2
O=C(Nc1nnc(-c2ccc(F)cc2)o1)C1CCCN1S(=O)(=O)c1cccs1 (configuration not stated),-5

# Only part of the results is shown, so the mix of outcomes need not match the whole.
